Source: PubChem
TCR act – Activators of T cell receptors: qHTS campaign; primary human leukocytes, anti-CD3, IL-2 HTRF, 48 h; Potency, µM (series often up to 9.22 µM), inactives show at the top dose activation of IL-2 secretion, usual class: activators; 330,000 tested, under 10 active; AID 504894, 2011; further: % of control where 0% means no effect
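Compounds are tested in HTS on primary human leukocytes co-incubated with a-CD3 beads for 48 hr. IL-2 output is measured by time-resolved FRET.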
TSHR antag – Antagonists of the Thyroid Stimulating Hormone Receptor: HTS campaign | 330,000 tested, 0.2% active | activity change, negative = inhibition, % at 11.5 µM | Thyrotropin receptor (Homo sapiens), P16473 | TSHR-expressing cells, TSH-stimulated cAMP HTRF, 2 h; active compounds read low;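 active means activity change below a set negative limit, meaning inhibition stronger than a set level, cut at about -70% in these data; inconclusive means activity change between two set negative limits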; further: on the % scale 0 is the no-effect control and ±100 the full control effect
Target sequence (P16473 whole entry, looked up): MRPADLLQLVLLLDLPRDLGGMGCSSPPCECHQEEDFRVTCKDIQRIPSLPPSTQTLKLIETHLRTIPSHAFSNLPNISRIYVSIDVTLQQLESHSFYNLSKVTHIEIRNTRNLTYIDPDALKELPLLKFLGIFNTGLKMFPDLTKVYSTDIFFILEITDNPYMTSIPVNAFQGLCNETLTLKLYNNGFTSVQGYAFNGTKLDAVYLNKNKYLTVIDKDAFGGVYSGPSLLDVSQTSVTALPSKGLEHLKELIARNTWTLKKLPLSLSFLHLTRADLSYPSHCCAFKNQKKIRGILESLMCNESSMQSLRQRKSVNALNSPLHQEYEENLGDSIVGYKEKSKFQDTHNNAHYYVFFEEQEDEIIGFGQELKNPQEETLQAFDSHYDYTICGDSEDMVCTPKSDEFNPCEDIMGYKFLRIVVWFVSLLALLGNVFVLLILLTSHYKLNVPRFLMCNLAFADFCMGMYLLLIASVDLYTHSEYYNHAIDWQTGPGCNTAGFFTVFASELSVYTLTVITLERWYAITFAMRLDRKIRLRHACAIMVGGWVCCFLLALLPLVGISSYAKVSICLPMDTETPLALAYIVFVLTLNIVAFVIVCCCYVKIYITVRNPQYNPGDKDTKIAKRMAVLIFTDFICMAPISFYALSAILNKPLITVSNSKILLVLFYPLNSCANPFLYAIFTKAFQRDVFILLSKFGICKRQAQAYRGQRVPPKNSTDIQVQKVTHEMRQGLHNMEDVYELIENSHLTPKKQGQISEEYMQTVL
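Read-out is FRET at 665 nm (cryptate excitation 337 nm) from a cryptate-tagged anti-cAMP antibody, competed by cell cAMP against cAMP-d2. Compounds are tested on freshly harvested TSHR cells challenged with 4nM TSH (EC80) for 2 hours at 37 deg C.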
hERG WT inh – qHTS for Inhibitors of KCHN2 3.1: Wildtype qHTS; Voltage-gated inwardly rectifying potassium channel KCNH2 (Homo sapiens), Q12809; U2OS, BacMam KCNH2, thallium flux FluxOr; active compounds read low; activity change, % at 1.84 µM; 340,000 tested, 0.37% active;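 active means maximum activity change below -70%; inconclusive means maximum activity change between -70% and -50%; inactive means maximum activity change above -50%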; further: on the % scale 0 is the no-effect control and ±100 the full control effect
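U2OS cells transduced with wild-type KCNH2 virus are loaded with FluxOr dye for 45 min, and thallium flux is measured in kinetic reads before and after stimulation buffer. Rate constants are normalized to DMSO controls.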
Tb PFK block – qHTS Assay to Find Inhibitors of T. brucei phosphofructokinase. ATP-dependent 6-phosphofructokinase (Trypanosoma brucei brucei), O15648. T. brucei PFK, ADP-Glo luminescence. Potency, µM (series often up to 57.5 µM), for inactives: at the highest dose activity, negative = inhibition, usual class: inhibitors. 330,000 tested, 0.17% active;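 further: potency means the concentration at half of the fitted maximal effect; 0% = uninhibited 1x PFK enzyme wells and -100% = no-enzyme wells; nearly all actives have a fitted effect of over 60% in size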
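Activity is normalized to no-enzyme wells (full inhibition) and 1.25 nM enzyme wells (no inhibition). Reaction: 0.5 mM F6P, 0.1 mM ATP, 45 min RT, ADP-Glo luminescence; concentration-response curves fitted and classed by quality.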
Coupling enz – qHTS Assay for Inhibitors of Fructose-1,6-bisphosphate Aldolase from Giardia Lamblia: Coupling assay counterscreen; coupling enzyme system counterscreen, AmpLite Red fluorescence; activity change, negative = inhibition, % at 58.2 µM, hits read low; 290,000 tested, 0.67% active; AID 2472, 2010; in the data active means activity change below about -30%; further: on the % scale 0 is the no-effect control and ±100 the full control effect
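Activity here indicates interference with the coupling reaction, not aldolase inhibition. Compounds at 57.5 uM final met coupling enzymes for 10 min at RT; substrate and AmpLite Red detection followed, with a 525/598 nm fluorescence read after 20 min.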
CXXC DNA block – qHTS Fluorescence Polarization Assay for Inhibitors of MLL CXXC domain - DNA interaction; Histone-lysine N-methyltransferase 2A (Homo sapiens), Q03164; MLL-CXXC / FITC-HOXA9 DNA fluorescence polarization; Potency, µM (titrated, usually from 115 µM), inactives show top-dose activity change, negative = inhibition, actives largely listed as inhibitors; 290,000 tested, 0.037% active; AID 2662, 2010; active means well fitted inhibition curve with a large enough effect in the polarisation, with a control signal flat, not every such curve was filed as active; inconclusive means small, poorly fitted or top-dose-only effect, or effect the other way, or a change in a side signal; inactive means no such curve, though single readings can be large or run the other way; the % refers to the polarisation; further: potency means the concentration at half of the fitted maximal effect
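Purified MLL-CXXC (added from a 7 uM solution) was preincubated 5 min at ambient with pinned compounds in 50 mM Tris-HCl pH 7.5, 50 mM NaCl, 1 mM DTT, 0.05% BSA. Fluorescein-labeled HOX-A9 DNA (50 nM solution) followed, 30 min, then polarization read.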
GALK inh – qHTS Assay for Inhibitors of Human Galactokinase (GALK); 270,000 tested, 0.007% active; P51570; Potency, µM (titrated, usually from 57.5 µM), without a hit: at the highest dose activity change, negative = inhibition, most hits filed as inhibitors; Purified GALK, Kinase-Glo residual ATP luminescence; AID 1868, 2009; further: potency means the concentration at half of the fitted maximal effect; on the % scale 0 is the no-effect control and ±100 the full control effect
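The enzyme phosphorylates galactose (100 uM) using ATP (35 uM); inhibition is detected as higher residual ATP, quantified by bioluminescence after 1 h reaction at room temperature, pH 8.0.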
Giardia kill – Small Molecules that selectively kill Giardia lamblia: qHTS. activity change, % at 7.66 µM, hits read low. Giardia lamblia trophozoite viability. 340,000 tested, 0.15% active; in the data active means activity change below about -80%; inconclusive means between about -30% and that limit;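 further: parasites exposed to compound for two days anaerobically before the ATP read; on the % scale 0 is the no-effect control and ±100 the full control effect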
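Luminescent ATP signal served as the viability read-out, measured 15-30 min after adding ATP detection reagent to trophozoites that had been incubated with compounds for 48 hrs at 37 deg C anaerobically at 100 cells/well.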
AT treatment – qHTS Assay for Identifying a Potential Treatment of Ataxia-Telangiectasia; […] A-T fibroblasts, KAP-1 phosphorylation AlphaLISA; neocarzinostatin DNA damage 30 min before lysis; Potency, µM (titrated, usually from 57.5 µM), for inactives: at the highest dose activation, most hits filed as activators; 320,000 tested, 0.19% active; AID 485349, 2010; further: potency means the concentration at half of the fitted maximal effect; % of control where 0% means no effect; nearly all actives have a fitted effect of over 45% in size
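ATM-like activity read as KAP-1 phosphorylation via AlphaLISA donor/acceptor antibody pairs after lysis and 6 hr at 25C. Cells were ATM-null patient fibroblasts ([…], hTERT), dosed 60 min, then exposed to the DSB inducer NCS for 30 min.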
Chronic BCR inh – qHTS Assay to Find Inhibitors of Chronic Active B-Cell Receptor Signaling; ABC-DLBCL IkBa-CBG/CBR reporter, luminescence ratio, 4 h; Potency, µM (series often up to 46.1 µM), inactives show at the highest dose ratio change, negative = lower green/red ratio, hits mostly inhibitors; 340,000 tested, 0.05% active; AID 493014, 2011; active means well fitted inhibition curve with a large enough effect in the signal ratio, with a control signal flat, not every such curve was filed as active; inconclusive means small, poorly fitted or top-dose-only effect, or effect the other way, or a change in a side signal; the % refers to the signal ratio;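 further: potency means the concentration at half of the fitted maximal effect; plate controls were basal doxycycline-induced cells for no effect and cells given 10 µM MG132 for full effect; MG132 reads +100%, hits lower the ratio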
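TMD8 ABC-DLBCL cells carrying doxycycline-inducible green luciferase fused to IkappaBalpha plus unfused red luciferase were exposed to compounds (up to 46 uM) for 4 hrs at 37C. Activity came from the overlap-corrected green/red luminescence ratio.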
Starred values were filed as active, the others as inactive; ? = inconclusive; . = no result given; [ ] = remark or other dose. Unless noted, the call rests on the fitted dose curve; in most records, active means well fitted curve in the direction sought with a large enough effect; inconclusive means small, poorly fitted or top-dose-only effect, or another doubt; inactive means no such curve, though single readings can be large; an effect the other way counts as inactive or inconclusive.

SMILES	TCR act	TSHR antag	hERG WT inh	Tb PFK block	Coupling enz	CXXC DNA block	GALK inh	Giardia kill	AT treatment	Chronic BCR inh
O=C(CSCSCC(=O)NCC1CCCO1)NCC1CCCO1 (stereo not given)	9%	4	9	-1%	1	3%	3%	6	-6%	3%
Nc1nnc(-c2ccccc2)c(-c2ccccc2)n1	-5%	7	-2	0%	-2	-3%	1%	-15	1%	4%
CCOC(=O)Cc1csc(NC(=O)CCCCCN2C(=O)c3ccccc3C2=O)n1	1%	37	-20	4%	4	15%	0%	2	1%	?
CC(=O)c1ccc(NC(=O)C(C)Sc2nnc(C3CCCCC3)o2)cc1 (stereo not given)	.	-9	.	2%	1	36%[activator]	0%	.	6%	1%
COc1ccc(OC)c(S(=O)(=O)N2CCc3ccccc3C2)c1	.	11	-14	0%	2	-1%	-3%	2	37%	3%
O=C(C1CC(c2ccc(F)cc2)=NO1)N1CCCc2ccccc21 (stereo not given)	-9%	-6	10	-1%	-2	14%	-5%	-8	2%	?
CSc1ccccc1NC(=O)c1ccc(N2CC3CC(C2)c2cccc(=O)n2C3)c(NC(=O)c2cccnc2)c1 (stereo not given)	11%	-3	11	-4%	0	6%	-4%	-4	7%	-3%
CCOC(=O)C1(CCCc2ccccc2)CCN(CC(O)CO)CC1 (stereo not given)	2%	20	-15	-8%	-3	-10%	5%	-10	2%	?
O=C(CCC(=O)Nc1ccc(F)cc1)N/N=C/c1ccc(F)cc1	9%	-31	-5	8%	-8	17%	.	21	17%	-2%
COc1cc2c(C(=O)O)c(C)n(-c3ccccc3)c2c2ccccc12	4%	-34	-9	5%	-15	4%	-7%	-5	?	-1%
CCc1cc(=O)oc2cc3occ(C)c3cc12	0%[46.1 µM]	16	-7	-1%	3	5%	1%	-8	-2%	?
O=C(CNC(=O)c1ccccc1)OC1CCCCC1	-5%	-7	-1	1%	4	-3%	-1%	-15	0%	-8%
Cn1nnnc1SCc1csc(Nc2ccccc2)n1	0%	1	7	5%	0	-1%	0%	-1	0%	1%
COCCCNC(=S)NNC(=O)c1ccc2c(c1)OCO2	3%	-8	-4	-2%	0	-7%	-1%	-19	6%	-1%
CN(C)c1ccc(NC(=O)c2cccc([N+](=O)[O-])c2)c2ccccc12	1%	-8	-8	1%	-2	8%	-4%	-10	-5%	-10%
O=C1c2ccccc2C(=O)C1c1ccc(Br)cc1	-3%	-9	-1	10%	-14	?	4%	-4	-23%	?
O=C(Nc1ccccc1N1CCN(c2ccc(F)cc2)CC1)C12CC3CC(CC(C3)C1)C2	5%[46.1 µM]	-3	7	0%	2	15%	1%	-9	-5%	-1%
O=C(NC1CCCC1)C(c1ccco1)N(C(=O)c1csnn1)c1ccccc1 (stereo not given)	-1%	-9	4	1%	0	30%	0%	17	4%	1%
CC(NS(=O)(=O)c1ccc(CCC(=O)NCC2CCCO2)cc1)c1ccccc1 (stereo not given)	-6%[46.1 µM]	37	-4	-4%	3	-4%	0%	11	5%	0%
COc1ccc(/C=N/NC(=O)c2cccc(COCC(F)(F)C(F)F)c2)cc1	-2%[46.1 µM]	2	-4	1%	1	2%	.	1	3%	?
CC(=O)c1cccc(NC(=O)CSc2nnnn2C2CCCC2)c1	-1%	-1	-1	-9%	1	-11%	14%	9	-2%	-1%
CCOC(=O)CC1C(=O)NCCN1S(=O)(=O)c1ccc(C)cc1 (stereo not given)	-11%	7	2	1%	2	-2%	8%	?	11%	-1%
O=C(NC1CCN(C(=O)c2cccc([N+](=O)[O-])c2)CC1)c1ccccc1	-6%	5	0	0%	1	8%	1%	0	-1%	1%
CCOC(=O)c1ccc(Cl)c(S(=O)(=O)N2CCCC2)c1	3%	-2	5	-2%	1	18%	-1%	-13	0%	1%
CCOc1ccc(CC(=O)NNC(=O)NC2CCCCC2)cc1	-3%	-2	-2	1%	4	-7%	7%	-4	0%	5%
CCCC(=O)Nc1cc2c3c(c1)CC(=O)N3CCC2	3%	-6	-7	-1%	-5	-6%	0%	-11	3%	-13%
C=CCSc1cc(C)nc2c(-c3ccc(Cl)cc3)c(C)nn12	-31%	-6	-15	1%	2	4%	5%	-17	.	7%
CCOc1ccc(NS(=O)(=O)c2ccc(C(=O)NCC(c3cccs3)N3CCOCC3)cc2)cc1 (stereo not given)	0%	-5	6	-5%	.	.	.	13	0%	1%
Cn1c(N)c(C(=O)c2ccc(C#N)cc2)c(=O)n(C)c1=O	7%[46.1 µM]	14	-5	-3%	1	-5%	1%	-2	4%	4%
COc1ccc(C(=O)N2CCN(CCc3ccccc3)CC2)cc1[N+](=O)[O-]	4%	0	-14	-1%	.	2%	0%	11	-13%	7%
CC(C)Sc1nnc(NC(=O)c2ccco2)s1	-2%	6	-4	-7%	0	5%	-1%	?	0%	?
CCc1ccc(N/C(SC)=C(/C#N)C(N)=O)cc1	2%	-1	3	-2%	2	-3%	-2%	10	-2%	?
O=C(NC1CCN(Cc2ccccc2)CC1)C1CCN(S(=O)(=O)c2ccc(Cl)cc2)CC1	-7%	-7	30	-1%	0	-1%	-1%	6	14%	-4%
Cc1c(C(=O)OCC(=O)N(C)CC(=O)Nc2ccc(F)cc2)oc2ccccc12	.	.	-3	?	.	.	.	-25	21%	-9%
COc1cc2cc(CCCOC(=O)CCCC(=O)O)oc(=O)c2cc1OC	0%	8	-11	-3%	.	.	.	-10	9%	4%
CCO[C@H]1OC(C(=O)N2CCN(Cc3ccccc3)CC2)=C[C@@H](c2coc3ccccc3c2=O)[C@@H]1CCCO	3%	-7	-13	3%	4	-6%	0%	7	-7%	-36%
Cc1ccc(NC(=S)NC(=O)c2ccc(-c3ccccc3)cc2)c(C)c1	-6%	-5	-7	-3%	-1	7%	0%	5	-2%	1%
